Compound activity: PubChem, several laboratories
Yfh1-depleted yeast = enhancers of respiration in Yfh1-depleted yeast, dose response, Friedreich's ataxia, plus single-dose screen (AID 1465); S. cerevisiae Yfh1-off respiration, WST-1 reduction, 72 h; higher fold induction means a stronger effect; one-dose fold induction at 50 µM; EC50 in µM for titrated hits; 220,000 tested, 0.074% active;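 active = fold induction of absorbance versus untreated yeast above a set limit, then at least 30% activation at any dose in follow-up; inconclusive = repeats straddling the limit, or above it without dose testing; inactive = fold induction below the set limit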;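 also: activators that raise dye reduction in frataxin-depleted yeast; strong numbers were not always called active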
AID2073 = inhibitors of Mint1-CaV2.2 protein interaction, biochemical, HTRF (AID 2073). HTRF protein-protein interaction, Mint1-CaV2.2; higher % means a stronger effect. Voltage-dependent N-type calcium channel subunit alpha-1B (Homo sapiens). one-dose inhibition, % at 20 µM; IC50 in µM for titrated hits. 290,000 tested, 0.19% active; in the data active = inhibition mostly above about 51%, no sharp cut-off; inconclusive = no clear call, values can overlap the other calls; inactive = mostly below about 53%; also: some results filed as inactive read as strong as hits
Large T inhibition = SV40 large T antigen inhibitors, biochemical (AID 1903); 310,000 tested, 0.39% active; SV40 large T antigen ATPase/helicase inhibition assay; higher % means a stronger effect; one-dose inhibition, % at 20 µM; IC50 in µM for titrated hits; in the data active = a potency from the dose series; inconclusive = inhibition mostly from about 32% at the one dose, without a potency; inactive = the rest, 99 in 100 with inhibition below about 32%; also: strong numbers were not always called active
Dengue-2 NS5 capping = Dengue-2 NS5 methyltransferase inhibitors, primary screen, biochemical, confirmation dose response (AID 588689); Genome polyprotein (Dengue virus type 2 (strain 16681-PDK53)); Dengue-2 NS5 methyltransferase capping enzyme assay, biochemical; higher % means a stronger effect; inhibition, % at 25 µM, or IC50 in µM where a hit was titrated; 340,000 tested, 0.3% active; in the data active = a potency from the dose series; inconclusive = inhibition above about 29% without an active follow-up result
GPR55 beta-arrestin = GPR55 agonists via beta-arrestin recruitment, primary screen, imaging, U2OS cells, beta-arrestin-GFP redistribution (AID 1961). G-protein coupled receptor 55 (Homo sapiens). U2OS GPR55 beta-arrestin-GFP redistribution imaging; higher % means a stronger effect. one-dose activation, % at 10 µM; EC50 in µM for titrated hits. 290,000 tested, 0.048% active;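 active = activation above 40% with more than 50 cells counted in the well; inconclusive = wells holding fewer than 50 cells, flagged as toxic or sparse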;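 also: U2OS osteosarcoma cells stably expressing GPR55 and beta-arrestin-GFP; plate controls were DMSO negative control for no effect and LPI positive control for full effect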
GPR55 LPI antagonism = GPR55 antagonists blocking LPI-driven arrestin recruitment, primary screen, imaging, U2OS, beta-arrestin-GFP, LPI agonist (AID 2013). G-protein coupled receptor 55 (Homo sapiens). U2OS GPR55 beta-arrestin-GFP translocation imaging, LPI antagonism; higher % means a stronger effect. one-dose inhibition, % at 10 µM; IC50 in µM for titrated hits. 290,000 tested, 0.13% active;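 active = spots per cell inhibited over 60%, with over 100 cells counted and total cytoplasm intensity under 500,000; inconclusive = wells with under 100 cells, flagged as likely toxic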;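 also: U2OS cells stably carrying GPR55 and arrestin-GFP stimulated by 5 µM LPI near EC80; imaged beta-arrestin-GFP aggregate spots per cell after agonist stimulation; plate controls were LPI-stimulated DMSO wells for no effect and DMSO wells without LPI for full effect; some results filed as inactive read as strong as hits; confirmed hits need IC50 under 10 µM and bright autofluorescent wells are also inconclusive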
NTR1 agonist = agonists of NTR1, primary screen, imaging, U2OS cells, beta-arrestin-GFP, high content (AID 493036); Neurotensin receptor type 1 (Homo sapiens), P30989; NTR1-U2OS beta-arrestin-GFP spot imaging, agonist mode; activation, % at 20 µM; 330,000 tested, 0.17% active;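 active = activation at or above 40% of the spot to cytoplasm intensity ratio, with at least 20 cells analyzed; inconclusive = wells under 20 cells, flagged as cytotoxic or low count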;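 also: 0% = DMSO without peptide and 100% = 100 nM NTR1 peptide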
Target sequence (P30989 whole entry, looked up): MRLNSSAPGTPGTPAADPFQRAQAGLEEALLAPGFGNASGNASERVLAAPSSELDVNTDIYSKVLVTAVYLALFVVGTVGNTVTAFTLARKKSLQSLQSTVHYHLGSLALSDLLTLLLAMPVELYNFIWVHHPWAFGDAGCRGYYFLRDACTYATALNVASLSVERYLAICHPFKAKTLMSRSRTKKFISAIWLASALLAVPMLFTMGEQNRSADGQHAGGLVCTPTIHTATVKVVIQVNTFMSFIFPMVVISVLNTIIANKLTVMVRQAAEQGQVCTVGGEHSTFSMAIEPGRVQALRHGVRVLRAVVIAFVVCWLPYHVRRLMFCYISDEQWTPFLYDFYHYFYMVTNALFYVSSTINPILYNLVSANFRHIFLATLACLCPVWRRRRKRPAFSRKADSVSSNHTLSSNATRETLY
GPR35 antagonists = GPR35 antagonists blocking zaprinast-driven arrestin recruitment, primary screen, imaging, U2OS, beta-arrestin-GFP, zaprinast agonist (AID 2058) | inhibition, % at 10 µM, or IC50 in µM where a hit was titrated | U2OS GPR35 beta-arrestin-GFP translocation imaging, zaprinast antagonism; higher % means a stronger effect | 290,000 tested, 0.052% active;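 active = inhibition of at least 50% with at least 30 cells and total cytoplasm GFP at most 10,000,000; inconclusive = under 30 cells or total GFP of 10,000,000 plus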
MgcRacGAP inhibition = MgcRacGAP GTPase-activating activity inhibitors, confirmation, biochemical, ADP Hunter fluorescence. 340,000 tested, 0.6% active. one-dose inhibition, % at 30 µM; IC50 in µM for titrated hits. MgcRacGAP-stimulated Rac1 GTP hydrolysis, ADP Hunter fluorescence; higher % means a stronger effect; GST-tagged Rac1 F28L mutant substrate;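 active = first-screen hits whose inhibition reached a set limit at any dose in the follow-up dose series; inconclusive = inhibition above the set first-screen limit but never retested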;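 also: fluorescence reports GDP produced by GAP-driven GTP hydrolysis; strong numbers were not always called active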
NTR1 agonist cell count 20 µM = also measured in NTR1 agonist; calls as there; cell count; measured here: cell count, cytotoxicity flag
Dengue-2 NS5 capping pilot replicate = also measured in Dengue-2 NS5 capping; calls as there; inhibition, %; measured here: pilot screen replicate inhibition
The depositor's hits bear a star; i = inactive; ? = inconclusive; . = not tested or not shown.

SMILES	Yfh1-depleted yeast	AID2073	Large T inhibition	Dengue-2 NS5 capping	GPR55 beta-arrestin	GPR55 LPI antagonism	NTR1 agonist	NTR1 agonist cell count 20 µM	GPR35 antagonists	MgcRacGAP inhibition	others
COc1cnc(-c2ccccn2)nc1Sc1c(Cl)cccc1Cl	i	4%	17%	-7%	0.2%	-12%	-2.1	105	1%	9%	Dengue-2 NS5 capping pilot replicate=-6.4
CCOC(=O)N1CCN(C(=O)c2cc(-c3ccncc3)nc3ccccc23)CC1	.	.	14%	-3%	.	.	-0.5	64	.	7%
COc1ccc(C(CNC(=O)/C=C/c2c(Cl)nc3ccccn23)N(C)C)cc1 (stereo unspecified)	i	8%	9%	-4%	-0.2%	2%	-0.5	44	13%	13%
Cc1ccccc1-c1nc(CN2CCC(C(=O)NCCCN3CCOCC3)CC2)c(C)o1	i	2%	-3%	5%	-0.1%	12%	3.1	46	-10%	5%
CCNc1nc(Oc2ccc(Cl)cc2Cl)cc(C(F)(F)F)n1	i	5%	3%	-3%	-0.3%	5%	4.5	90	0%	5%
Cc1ccc(S(=O)(=O)N2CCC(C(=O)NCC3CCCCC3)CC2)cc1	.	-4%	14%	-3%	0.6%	3%	1.5	58	11%	7%
COc1c(C)cc(C(=O)C2CCCN(C(=O)c3csc(C)n3)C2)cc1C (stereo unspecified)	.	13%	.	-21%	-0.1%	6%	0.9	53	-18%	5%
N#Cc1cccc(C(=O)OCC(=O)NC(=O)NC2CCCCC2)c1	.	.	9%	1%	.	.	1.2	83	.	5%
Cc1cc(C)cc(NC(=S)N2CCN(c3ncc(C(F)(F)F)cc3Cl)CC2)c1	i	-8%	4%	-10%	-0.4%	4%	5.3	47	4%	3%
CCN(Cc1ccccc1)c1ccc(/C=C(\C#N)c2ccccn2)cc1	i	13%	3%	-4%	-0.3%	3%	-0.1	41	4%	-8%
CCC1(CC)C(=O)C2=C3C1[C@H](C(=O)OC)C=C(C(=O)OC)C[C@H]3[C@H]1C(=O)NC(=O)[C@H]1[C@H]2C (stereo partly specified)	i	.	7%	9%	.	.	-3.5	52	.	3%
COc1ccc(Cl)cc1C(=O)NC1=NCCS1	.	7%	14%	1%	-0.1%	-5%	0.1	44	-10%	10%	Dengue-2 NS5 capping pilot replicate=3.9
CCOc1ccc(CCNC(=O)COC(=O)COc2ccc(Cl)cc2)cc1OCC	.	.	19%	4%	.	.	0.1	46	.	-2%
O=C(NCc1ccccn1)C(=O)NCC1OCCN1S(=O)(=O)c1ccc(Cl)cc1 (stereo unspecified)	.	8%	8%	1%	-0.2%	13%	0.3	53	-8%	7%
CC(=O)Nc1ccc(C(=O)CSc2nnnn2C(C)C)cc1	i	-6%	5%	5%	-0.1%	-2%	0.1	43	-5%	4%
Cc1cc(C)n(CCC(=O)N/N=C/c2ccc(O)cc2)n1	i	-3%	25%	-8%	0.0%	-5%	-1.3	75	-5%	77µM*
COC(=O)c1ccc(COc2ccc(C=O)cc2)o1	.	8%	6%	-9%	-0.2%	-7%	-0.7	83	5%	4%
COc1ccc(NC(=O)/C(C#N)=C/c2cc(C)n(-c3ccc(N4CCOCC4)c([N+](=O)[O-])c3)c2C)cc1	i	23%	16%	0%	-0.5%	3%	0.3	71	0%	7%
O=C(NCC1(N2CCOCC2)CCCCC1)c1ccc(Cl)c(S(=O)(=O)NCc2ccco2)c1	i	4%	3%	-3%	-0.2%	4%	-0.8	90	6%	2%
COc1ccc(/C=N\NC(=O)c2nn(C)cc2Cl)cc1CN1CCOCC1	i	-3%	1%	-6%	0.3%	13%	-0.7	38	18%	5%
Cn1c(=O)c2c3c(sc2n2cnnc12)CCC3	i	1%	2%	-3%	0.0%	22%	2.4	45	19%	7%
CCC(Oc1ccccc1)C(=O)Nc1ccc(S(=O)(=O)Nc2cnc3ccccc3n2)cc1 (stereo unspecified)	i	7%	12%	0%	-0.3%	4%	1.0	49	7%	5%
CSCCC(=O)N1CCN(CC(=O)N2CCCC2)CC1	.	0%	9%	-2%	0.4%	9%	0.2	53	-6%	-3%
CC(C)NC(=O)CN(C(=O)CCC(=O)Nc1ccccn1)c1ccc(F)c(Cl)c1	i	0%	6%	-9%	-0.2%	-2%	2.7	64	5%	7%
COC(=O)c1ccc(C(=O)OC)c(NC(=S)N2CCCCC2C)c1 (stereo unspecified)	i	8%	-6%	1%	-0.3%	-1%	0.6	45	0%	8%
O=C(C(NS(=O)(=O)c1cccs1)c1ccccc1)N1CCN(c2ccccc2)CC1 (stereo unspecified)	i	4%	4%	5%	-0.2%	23%	0.1	54	-12%	7%
COc1ccc(N2C(=O)C3C4C=CC(C4)C3C2=O)c([N+](=O)[O-])c1 (stereo unspecified)	i	-1%	7%	-1%	-0.2%	2%	-0.6	32	-3%	-2%
O=C(CSc1ccc2ccccc2n1)NCc1ccc2c(c1)OCO2	i	13%	11%	-4%	0.3%	-1%	2.0	37	-5%	4%
Fc1cccc(Nc2nc3ccccc3n3cnnc23)c1	.	17%	5%	-7%	-0.1%	0%	2.8	96	-1%	8%
Cc1cc(NC(=O)c2cc(CC(C)C)on2)n(-c2ccccc2)n1	i	-11%	13%	-1%	0.0%	-14%	1.3	92	6%	11%
CC(C)c1nnc(NC(=O)C2CCCN2C(=O)Nc2ccccc2[N+](=O)[O-])s1 (stereo unspecified)	i	-5%	8%	1%	-0.1%	-19%	0.4	62	-3%	5%
COCCCNc1nc2nonc2nc1N1CCN(C2CCCC2)CC1	i	7%	.	-7%	-0.1%	2%	0.2	61	3%	-8%
Cc1ccc(N=Nc2ccc(O)c3ncccc23)cc1	i	-2%	3%	-1%	0.3%	30%	.	.	-14%	-4%
COc1cccc(NC(=O)COC(=O)Cc2ccc(Br)cc2)c1	i	2%	20%	-7%	0.1%	9%	3.0	50	-7%	1%
O=C(CSc1oc(-c2ccc(F)cc2)nc1S(=O)(=O)c1ccccc1)NCC1CCCO1 (stereo unspecified)	i	8%	7%	-9%	-0.5%	-5%	-1.4	75	-1%	9%
O=[N+]([O-])c1cc(/C=N/O)ccc1Sc1ccccc1	i	11%	-2%	-1%	-0.2%	-17%	3.4	56	-4%	17%
COc1ccc(OCCSc2n[nH]c(N)n2)cc1	i	4%	17%	0%	0.0%	-4%	-0.9	64	-9%	10%
COc1ccccc1OCCC(=O)OCCN1C(=O)c2ccccc2C1=O	i	6%	6%	-5%	-0.2%	2%	2.8	56	-13%	4%
CC1=CC(=O)C=C(C)C1=NOC(=O)c1cccc([N+](=O)[O-])c1	i	-18%	8%	-3%	0.6%	4%	-0.2	63	1%	19%
CCOc1ccc(N2CC(C(=O)NCCc3ccc(OC)c(OC)c3)CC2=O)cc1 (stereo unspecified)	i	0%	1%	2%	-0.1%	-3%	.	.	1%	8%
COc1ccc(-c2noc(N3CCC(C(=O)N4CCN(c5ccccn5)CC4)CC3)n2)cc1	i	-4%	4%	-7%	0.0%	-4%	-1.2	86	11%	6%
COc1ccc(-n2nnnc2SCC(=O)NCc2cccs2)cc1	i	0%	4%	2%	-0.1%	-13%	-1.5	62	4%	9%
C=CCOC(=O)C1=C[C@@H](c2ccc3c(c2)OCO3)C[C@@H](OCCCCO)O1	i	.	66%	-4%	.	.	-3.5	90	.	7%
O=c1[nH]c(C2CCN(S(=O)(=O)c3ccccc3)CC2)nc2c1nnn2Cc1cccc(Cl)c1	.	-4%	8%	12%	-0.1%	-2%	3.9	58	-6%	-3%
O=C(Cn1cc(C(F)(F)F)cc(Cl)c1=O)Nc1cccc(Cl)c1	i	-6%	-2%	-5%	?	4%	0.9	51	2%	-5%
CCc1ccc(S(=O)(=O)N2CCN(C(=O)c3cccnc3)CC2)cc1	.	5%	5%	-11%	0.2%	-19%	-2.2	70	10%	11%	Dengue-2 NS5 capping pilot replicate=-4.3
CCOc1ccc(NC(=O)c2ccc(N3CC4CC(C3)c3cccc(=O)n3C4)c(NC(=O)CCN3CCOCC3)c2)cc1 (stereo unspecified)	.	26%	13%	1%	-0.2%	4%	-0.9	62	14%	8%
COc1cccc(/C=C2/SC(=S)N(CC(=O)NC3C=CS(=O)(=O)C3)C2=O)c1 (stereo unspecified)	.	-8%	22%	-7%	-0.1%	4%	1.3	68	9%	11%
CC(C)(C)C(=O)C1=C(O)C(=O)N(Cc2ccccc2)C1c1ccccc1F (stereo unspecified)	.	18%	11%	41%	-0.3%	-2%	-0.7	44	1%	3%
COc1ccc2c3c([nH]c2c1)C1(NCC3)C(=O)Nc2ccccc21 (stereo unspecified)	i	6%	27%	-7%	0.0%	4%	2.5	62	-4%	12%
CCOc1ccc(-c2nc(CSCC(=O)N3CCN(c4cccc(OC)c4)CC3)c(C)o2)cc1	i	-2%	6%	3%	-0.1%	3%	6.3	55	9%	6%
Cc1ccc(NC(=O)N2N=C(c3ccc(F)cc3)CC2c2ccc(F)cc2)cc1 (stereo unspecified)	i	?	7%	-9%	0.3%	6%	4.3	46	28%	6%
O=C(OCc1ccc(F)cc1)c1ccc2c(c1)-c1ccccc1C2=O	i	-4%	-5%	7%	0.0%	7%	5.6	31	1%	10%
CCn1ncc(Cl)c1C(=O)NC(C)c1ccccc1 (stereo unspecified)	i	1%	0%	-1%	-0.3%	4%	-1.4	56	16%	6%
CC(=O)N=c1n(C)c2ccccc2n1CCOc1ccccc1	i	8%	8%	1%	-0.2%	0%	-1.1	59	8%	7%
Cc1ccc(NC(=O)Cn2nnc(C(=O)NCc3cccs3)c2N)cc1F	.	-3%	2%	-16%	-0.2%	-10%	-0.5	41	-7%	8%
Cc1ccc(C)c(NC(=S)N2CCCCCC2)c1	i	15%	18%	-3%	0.6%	15%	1.2	65	26%	11%
